IDE cell activ: human IDE activators in live cells, primary screen, fluorescence polarization, HEK cells, FAbeta-B substrate; 340,000 compounds, 0.073% hits; activation, % at 5.96 µM; FAbeta-B cleavage; 0% vehicle, 100% cell-free pure enzyme wells; Insulin-degrading enzyme (Homo sapiens), P14735;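 active means activation above the mean of all tested compounds plus 3 SD, set per screening campaign, cut at about 17% in these data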
Target sequence (P14735 whole entry, looked up): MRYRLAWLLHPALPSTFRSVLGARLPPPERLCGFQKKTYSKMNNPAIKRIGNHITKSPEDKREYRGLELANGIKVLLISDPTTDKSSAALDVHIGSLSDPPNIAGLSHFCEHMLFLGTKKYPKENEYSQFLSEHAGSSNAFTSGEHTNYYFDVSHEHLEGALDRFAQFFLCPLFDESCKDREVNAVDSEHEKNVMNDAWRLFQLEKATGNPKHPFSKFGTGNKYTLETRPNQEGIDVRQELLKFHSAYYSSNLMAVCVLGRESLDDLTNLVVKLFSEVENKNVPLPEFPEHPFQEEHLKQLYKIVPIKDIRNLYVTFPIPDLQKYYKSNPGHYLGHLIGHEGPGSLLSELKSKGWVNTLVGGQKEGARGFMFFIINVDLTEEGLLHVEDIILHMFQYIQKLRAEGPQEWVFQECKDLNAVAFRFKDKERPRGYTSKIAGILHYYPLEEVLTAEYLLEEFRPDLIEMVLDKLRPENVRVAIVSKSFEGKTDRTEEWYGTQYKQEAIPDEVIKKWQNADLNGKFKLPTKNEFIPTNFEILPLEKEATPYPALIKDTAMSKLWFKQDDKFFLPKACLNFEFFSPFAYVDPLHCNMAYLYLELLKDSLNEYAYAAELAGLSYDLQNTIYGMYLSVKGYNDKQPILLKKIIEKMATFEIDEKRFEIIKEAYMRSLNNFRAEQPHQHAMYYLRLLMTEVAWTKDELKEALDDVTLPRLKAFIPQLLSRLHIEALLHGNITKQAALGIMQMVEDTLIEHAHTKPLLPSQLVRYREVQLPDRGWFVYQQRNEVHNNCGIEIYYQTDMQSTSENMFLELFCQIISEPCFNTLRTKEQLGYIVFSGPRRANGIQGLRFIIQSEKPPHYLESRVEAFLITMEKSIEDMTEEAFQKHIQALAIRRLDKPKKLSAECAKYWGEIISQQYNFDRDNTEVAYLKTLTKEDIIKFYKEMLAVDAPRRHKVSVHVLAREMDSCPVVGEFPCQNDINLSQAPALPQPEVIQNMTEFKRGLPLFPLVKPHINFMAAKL
p-CIP stab down: p/CIP-EGFP fusion destabilizers, primary screen, fluorescence, F442A cells | 16 h | decrease of EGFP signal, % at 10 µM | 290,000 compounds, 0.01% hits | AID 1984, 2009;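 active means EGFP signal decrease of at least 30% at 10 µM or well 3 SD below plate mean, unless failing retest; inactive means the rest, including hits failing retest or dose response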; further: some compounds called inactive have numbers as strong as hits; many of its hits are not listed in these tables
IDE inh: human IDE inhibitors in live cells, primary screen, fluorescence polarization, HEK cells, FAbetaB substrate | Insulin-degrading enzyme (Homo sapiens), P14735 | FAbetaB cleavage | inhibition, % at 5.59 µM | 320,000 compounds, 0.41% hits | AID 434962, 2010;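 active means percent inhibition above the average of all tested compounds plus 3 SD, set per screening campaign, cut at about 16% in these data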;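 further: IDE supplied by intact live HEK cells; FP after avidin binding of uncleaved biotin substrate so inhibition keeps polarization high; 0% = DMSO wells and 100% = 60 µM reference IDE inhibitor Ii1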
SUMO HTRF inh: inhibitors of in vitro SUMOylation cascade, primary screen, biochemical, HTRF, uHTS; SUMO-conjugating enzyme UBC9 (Homo sapiens), P63279; HTRF SUMOylation assay, SAE1/SAE2 + UBC9; inhibition, % at 35 µM; 290,000 compounds, 0.36% hits; AID 2006, 2009; in the data active means inhibition above about 50%, passing the limit was not always enough; further: strong numbers were not always called active
MEKK2 mut-MEK5: MEK5 binding signal on mutant MEKK2 PB1, primary screen, biochemical, multiplex bead flow cytometry, Alexa488-MEK5. percent response, % at 10 µM. AID 1530, 2009. Alexa488-MEK5 binding to MEKK2 mutant. 290,000 compounds, 0.35% hits; in the data active means percent response above about 24%, passing the limit was not always enough; further: inactives centre near 1; some results filed as inactive read as strong as hits; reference of the scale not given here
NALP1 yeast inh: NALP1 inflammasome inhibitors in reconstituted yeast, colorimetric, S. cerevisiae, triplicate retest; S. cerevisiae NALP1/ASC/caspase-1 growth, X-gal OD620, 72 h; inhibition, % at 10 µM; 280,000 compounds, 0.61% hits; in the data active means inhibition mostly above about 24%, no sharp cut-off; inactive means mostly below about 32%; further: some compounds called inactive have numbers as strong as hits
PfM18AAP inh: PfM18AAP inhibitors, malaria aminopeptidase, primary screen, biochemical, QFRET, recombinant enzyme | AID 1822, 2009 | 290,000 compounds, 1.2% hits | M18 aspartyl aminopeptidase (Plasmodium falciparum 3D7) | inhibition, % at 7.35 µM | H-Glu-NHMec fluorogenic cleavage;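 active means inhibition above the campaign mean inhibition over all tested compounds plus 3 SD, cut at about 28% in these data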;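 further: 0% = plate median of test compound wells and 100% = 2 mM ZnCl2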
MEKK3 PB1 HTS: modulators of MEKK3-MEK5 PB1 binding, primary screen, biochemical, wildtype MEKK3, multiplex bead flow cytometry, Alexa488-MEK5; 290,000 compounds, 1.4% hits; bead-based flow cytometry, Alexa488-MEK5 binding to MEKK3; actives lie on both sides; 0 = blocked by unlabeled MEK5, 100 = vehicle; Mitogen-activated protein kinase kinase kinase 3 (Homo sapiens), Q99759; binding response (% of control), % at 10 µM;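 active means binding response more than 3 SD above or below the average of its plate-row segment, actives on both sides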;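 further: Alexa488 bead fluorescence after subtracting the streptavidin-only scavenger bead signal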
MEKK2wt PB1 HTS: modulators of MEK5 binding to wildtype MEKK2, primary screen, biochemical, multiplex bead flow cytometry, Alexa488-MEK5; Mitogen-activated protein kinase kinase kinase 2 (Homo sapiens), Q9Y2U5; Alexa488-MEK5 binding to MEKK2 WT; actives lie on both sides; binding response (% of control), % at 10 µM; 290,000 compounds, 1.1% hits; in the data active means binding response below about 67% or above about 130%
An asterisk follows results filed as active; x = not tested or not shown; [ ] = dose if it differs, or a comment. Some of the compounds tested, so the mix of outcomes need not match the whole.

SMILES	IDE cell activ	p-CIP stab down	IDE inh	SUMO HTRF inh	MEKK2 mut-MEK5	NALP1 yeast inh	PfM18AAP inh	MEKK3 PB1 HTS	MEKK2wt PB1 HTS
CSC1=NNC(c2ccc(C(C)(C)C)cc2)=NN1	0	-6	5	12	3	x	5	102	100
O=C(/C=C/c1ccccc1)C1=C(O)C(=O)N(CCO)C1c1ccc2c(c1)OCO2 (stereo not drawn)	2	-6	0	20	-11	1	12	98	90
CCN(C(=O)COC(=O)/C=C/c1nc2ccccc2s1)C1CCS(=O)(=O)C1 (stereo not drawn)	-3	-1	-1	9	-1	5	4	107	101
COc1ccc(C2c3[nH]c4ccccc4c3C[C@H]3C(=O)N(C4CCN(Cc5ccccc5)CC4)CC(=O)N23)cc1OC (stereo partly drawn)	3	-12	3	-23	14	-4	5	106	116
COc1cc(OC)nc(Oc2ccccc2C(=O)Oc2cccc(C)c2)n1	-4	-1	-1	6	1	-12	7	106	104
COc1ccc(OCC(O)CN2C(=O)c3ccccc3S2(=O)=O)cc1 (stereo not drawn)	3	-3	5	3	4	11	-10	99	99
O=C(CNC(=O)c1ccco1)OCC(=O)c1ccc2c(c1)CCCC2	5	-6	-4	15	-1	-1	0	99	98
O=C(/C=C/c1ccccc1Cl)NCCN1CCOCC1	-2	-2	2	-4	-1	-3	1	95	103
CN1CCN(C(=O)N2c3ccccc3CCc3ccccc32)CC1	-2	-6	-3	-2	0	-3	-10	105	101
CCOC(=O)c1cnn(-c2nc(CC)nc3sc4c(c23)CCC4)c1N	2	-18	-2	14	-1	-1	0	99	96
O=C(CCc1ccc(S(=O)(=O)N2CCOCC2)cc1)N/N=C/c1ccc(F)cc1F	5	5	9	15	-2	4	-12	108	106
CCOC(=O)c1c(C)[nH]c(C)c1C(=O)COC(=O)C1CCCN1S(=O)(=O)c1ccccc1F (stereo not drawn)	1	2	3	4	x	2	1	x	x
CCN(C(=O)c1ccc(NC(=O)Cc2ccccc2)cc1)c1ccccc1	-1	-23	x	-1	0	4	-1	100	101
Cc1ccccc1Cn1nc(C)c(NC(=O)c2noc3c2CCCC3)c1C	8	-1	6	-4	6	30	-1	106	108
Cn1c(CN2CCOCC2)nnc1SCC(=O)Nc1ccc([N+](=O)[O-])cc1O	24*	8	-16	-4	-6	8	21	96	101
CCOc1cc(N2CCOCC2)c(OCC)cc1NC(C)C(=O)N1CCC(C)CC1 (stereo not drawn)	1	9	4	4	2	26	3	97	101
O=S1(=O)CCO[C@H]2Cc3ccccc3[C@H]2N1Cc1ccc(Cl)cc1	-2	-24	-8	13	0	4	-11	103	96
CC(NC(=O)C12CC3CC(CC(C3)C1)C2)c1ccc(F)cc1 (stereo not drawn)	2	-4	-2	7	-3	30	6	101	99
CCOC(=O)c1ccc(N2C(=O)CC(N3CCN(C(=O)c4ccco4)CC3)C2=O)cc1 (stereo not drawn)	4	1	4	10	7	12	5	105	106
CC(=O)c1c(C(C)=O)c(C)n(-c2ccc(C(=O)O)cc2)c1C	-2	-2	3	-3	7	19	-9	106	107
CC(Oc1ccccc1)C(=O)N1CCN(C(=O)C(C)Oc2ccccc2)CC1 (stereo not drawn)	2	-10	-3	5	2	14	-1	101	105
CCCC(=O)Nc1cc(C(F)(F)F)ccc1N1CCOCC1	1	7	4	6	6	-1	-6	102	102
Cc1ccc(OCC(O)CN2C(=O)NC(C)(C)C2=O)cc1 (stereo not drawn)	2	-7	-1	0	8	-84	0	73*[inhibitor]	90
C#CCn1c(-c2cccs2)nc2ccccc21	1	-16	4	6	-1	7	-6	104	104
COC(=O)c1cnn(-c2ccccc2)c1N	5	-7	-1	-6	-1	2	3	100	95

(cont.)
SMILES	IDE cell activ	p-CIP stab down	IDE inh	SUMO HTRF inh	MEKK2 mut-MEK5	NALP1 yeast inh	PfM18AAP inh	MEKK3 PB1 HTS	MEKK2wt PB1 HTS
COc1ccc(OC)c(N(C(=O)c2snc(C(N)=O)c2N)C(C(=O)NCC2CCCO2)c2ccc3ncccc3c2)c1 (stereo not drawn)	3	-10	3	-16	-2	7	-7	100	101
COc1c(C)cc(Br)cc1C(=O)NC(=S)Nc1ccc(Cl)c(C(=O)O)c1	1	1	4	23	-3	-7	3	100	92
CCCCc1c(O)nc(N2CCN(Cc3ccccc3)CC2)[nH]c1=O	0	-2	-2	-8	-8	31	-2	101	101
CC(=O)Nc1ccc(CN2CCN(Cc3ccc(F)c(F)c3)C(CCO)C2)cc1 (stereo not drawn)	3	4	1	-2	5	11	1	105	107
COC(=O)CNC(=O)c1sc2ncn(CC(=O)Nc3ccc(C)c(Cl)c3)c(=O)c2c1C	-4	7	-3	-14	-1	11	5	102	99
COc1ccccc1C(=O)NCC(=O)OCC(=O)Nc1cccc(S(=O)(=O)N(C)C)c1	4	-2	1	2	0	-9	-9	100	101
Cc1ccc(CCNC(=O)C2CCCN(C(=O)N(C)C)C2)cc1 (stereo not drawn)	7	4	2	5	7	3	-7	107	105
CCN(c1ccccc1)S(=O)(=O)c1ccc(OC)c(NC(=O)C2CC(=O)N(Cc3ccccc3)C2)c1 (stereo not drawn)	-2	-18	-2	20	6	x	-18	104	108
Cc1cc(C)c2nc(C)cc(Nc3ccc(C(=O)N4CCOCC4)cc3)c2c1	-1	0	6	17	11	x	-7	105	106
COc1cc(OC)cc(C(=O)N[C@H](C(=O)OCC(=O)Nc2ccc(C)cc2C)C(C)C)c1	-1	-3	2	-14	0	41	-1	97	94
COc1ccc(/C=C2\Sc3ccc(C(=O)N4CCc5ccccc5C4)cc3N(C)C2=O)cc1	x	-5	2	3	0	25	-2	130*	102
CCC(C)CCN1C(Nc2ccccc2)=NC[C@@H]1CC(C)C (stereo partly drawn)	2	-6	1	-2	5	4	-10	104	113
O=C(COC(=O)c1ccc(Br)cc1)NCc1ccccc1	2	-3	-2	-2	19	35	-1	97	103
CN(C)c1ccnc(Oc2ccc(Cl)cc2)c1C#N	7	-9	3	7	-4	16*	-13	93	94
COc1cc2c(=O)n(Cc3ccccc3)c(=O)n(CC(=O)NCCc3ccccc3)c2cc1OC	8	2	-2	13	2	36	-4	97	97
COc1cccc(CNC(=S)Nc2cc(C)ccc2C)c1	-1	7	-7	12	-6	23	-1	91	93
Cn1c(-c2sccc2OCc2ccc(Cl)cc2Cl)n[nH]c1=S	-3	-16	3	-9	3	19	13	116	111
c1ccc(CCn2nnnc2C(c2cccs2)N2CCN(Cc3ccc4c(c3)OCO4)CC2)cc1 (stereo not drawn)	2	-9	6	3	4	23	-3	103	104
CN1/C(=C\C=N\O)C(C)(C)c2ccccc21	5	-10	-3	19	5	4	1	101	107
CCOc1ccc(S(=O)(=O)NCc2ccc3c(c2)OCO3)cc1C(=O)O	-2	-6	1	-5	5	4	3	104	108
CC(=O)Nc1ccc(Nc2nc(-c3sc(NC(C)=O)nc3C)cs2)cc1	5	15	4	-10	1	-33	13	101	107
O=c1c([N+](=O)[O-])c(N2CCOCC2)c2ccccc2n1Cc1ccccc1	0	-11	0	-4	-6	-4	4	95	88
CCOc1ccc(Nc2ncnc3c2nnn3Cc2ccccc2)cc1	-3	-7	3	18	2	0	8	110	110
O=C(O)c1ccccc1C(=O)NCc1cccnc1	1	1	1	32	-2	16	2	96	101
CCOC(=O)N1CCN(C(=O)CN(c2cccc(C)c2)S(=O)(=O)c2ccc(C)cc2)CC1	3	-12	-6	4	-2	3	-1	94	95

Next section
SMILES	IDE cell activ	p-CIP stab down	IDE inh	SUMO HTRF inh	MEKK2 mut-MEK5	NALP1 yeast inh	PfM18AAP inh	MEKK3 PB1 HTS	MEKK2wt PB1 HTS
Cc1cc(C)n(C(=O)c2ccc([N+](=O)[O-])cc2[N+](=O)[O-])n1	2	-8	0	13	0	20	10	93	93
CN(C)C(=O)c1cc(-c2ccccc2)no1	-2	6	2	8	5	25	-6	103	103
COc1cccc(-c2nc(CS(=O)CC(=O)NCCc3ccccc3)c(C)o2)c1 (stereo not drawn)	8	10	4	1	3	7	-2	100	99
CCCn1c(=O)c2c(C(F)(F)F)cc(-c3cccs3)nc2n(CCC)c1=O	5	-31	3	3	10	16	1	105	116
CN(C)C(=O)c1ccc(-n2nc(C(F)(F)F)c3c2CCCC3)cc1	-2	-16	12	29	-1	15	-13	103	104
COC(=O)CSc1nnc(CNC(=O)Cc2ccccc2)n1C	5	-1	1	-4	2	29	0	105	103
O=C(O)CNC(=O)C1CCCN1C(=O)CNC(=O)OCc1ccccc1 (stereo not drawn)	-3	-2	-4	14	7	35	-16	104	100
CCc1cc(C(=O)NNC(=O)CCl)sc1C	0	2	-1	7	-6	29	11	103	98
CC1CCN(c2c(NCC3CCC(C(=O)N4CCc5ccccc5C4)CC3)c(=O)c2=O)CC1 (stereo not drawn)	-23	-4	15	6	7	-3	-4	105	107
COc1ccc(C(=O)NC(C)c2nnc(SCC(=O)Nc3nc4ccccc4s3)n2C)cc1 (stereo not drawn)	-3	-12	3	4	x	8	4	x	x
CC(NC(=O)c1cc2sccc2n1C)c1ccc2c(c1)OCCO2 (stereo not drawn)	3	2	-4	12	x	27	5	x	x
Cc1cccc(NCc2nc(SCC(N)=O)n[nH]2)c1	8	-15	0	28	-4	11	4	102	102
COc1ccccc1CN1CCN(Cc2nc(-c3ccccc3)no2)CC1	-2	-4	1	-6	4	14	-3	107	111
Cc1cc2cc(CN(CC3CCCO3)C(=S)Nc3ccccc3)c(=O)[nH]c2cc1C (stereo not drawn)	1	-1	2	-15	-2	-39	-3	97	98
Cc1cc(N2CCC(C)CC2)nc(SCC(=O)c2ccccc2)n1	-2	11	-3	6	3	-4	3	108	104
Cc1sc(NC(=O)CSc2nnnn2C(C)C)c(C#N)c1C	6	-13	0	4	2	x	6	102	100
Cc1cccc(N/C=C/C(=O)c2cccs2)c1C	-5	-69	3	3	3	37	-4	101	112
COC(=O)COc1nc(C)c(Br)c(OC)n1	3	-10	2	15	0	-7	-8	101	100
COc1ccccc1N(CC(=O)N/N=C/c1ccccc1C(=O)O)S(C)(=O)=O	0	-2	-1	4	2	-3	-1	110	107
Fc1ccc(F)c(C2=NNC(=NCC3CCCO3)SC2)c1 (stereo not drawn)	5	-6	11	23	0	20	15	112	102
C=CCn1cc(/C=C2\SC(N3CCOCC3)=NC2=O)c2ccccc21	x	-4	5	-24	0	x	1	102	100
O=C(O)CCCNC(=O)/C(=C\c1ccccc1F)NC(=O)c1ccccc1	0	-6	1	-12	-10	3	-1	92	87
COc1ccc(NC(=O)c2ccccc2NC(=O)CSc2ccc(Cl)cc2)cc1	3	-24	0	10	-20	16	-14	78	88

Profiles, quoted from the list. Order of values: IDE cell activ | p-CIP stab down | IDE inh | SUMO HTRF inh | MEKK2 mut-MEK5 | NALP1 yeast inh | PfM18AAP inh | MEKK3 PB1 HTS | MEKK2wt PB1 HTS
COC(=O)COc1nc(C)c(Br)c(OC)n1 reads 3 | -10 | 2 | 15 | 0 | -7 | -8 | 101 | 100
COc1ccccc1CN1CCN(Cc2nc(-c3ccccc3)no2)CC1 reads -2 | -4 | 1 | -6 | 4 | 14 | -3 | 107 | 111

Assay outcomes from PubChem BioAssay.
